Bioassay records from PubChem.
S-ASM inh: human S-ASM enzyme inhibition. 340,000 tested, 0.006% active. Potency, µM (titrated, usually from 57.5 µM), without a hit: at the top dose activity change, negative = inhibition, hits mostly inhibitors. P17405. placental ASM, HMU-PC fluorogenic substrate, 60 min; note: potency is the fitted concentration of half-maximal effect
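qHTS format. ASM enzyme prepared from human placenta hydrolyses the fluorogenic substrate HMU-PC0 (9 uM final) over 60 min at 37 °C after a 10 min compound preincubation.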
a7 integrin act: integrin-mediated muscular dystrophy alleviation activation; alpha7betagal myoblasts, beta-gal FDG fluorescence, 48 h; Potency, µM (titrated, usually from 38.3 µM), without a hit: top-dose activation, most hits filed as activators; 350,000 tested, 0.064% active;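 note: potency is the fitted concentration of half-maximal effect; 100% = response of the positive control SU9516; nearly all actives have a fitted effect of over 60% in size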
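Alpha7betagal+/- myoblasts (passage 13) were plated 16-24 hr, then exposed to compounds (1:260 dilution of DMSO stock) for 48 hours at 37C. After MPER lysis, β-galactosidase reporter activity was read as FDG fluorescence (ex 480/em 540) after 30 minutes.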
MLL CXXC-DNA inh: MLL CXXC-DNA interaction inhibition. Q03164. MLL-CXXC / FITC-HOXA9 DNA fluorescence polarization. Potency, µM (doses to about 115 µM), without a hit: at the top dose activity change, negative = inhibition, most hits filed as inhibitors. 290,000 tested, 0.037% active; active = well fitted inhibition curve with a large enough effect in the polarisation, with a control signal flat, not every such curve was filed as active; inconclusive = small, poorly fitted or top-dose-only effect, or effect the other way, or a change in a side signal; inactive = no such curve, though single readings can be large or run the other way; the % refers to the polarisation; note: potency is the fitted concentration of half-maximal effect
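Purified MLL-CXXC (added from a 7 uM solution) was preincubated 5 min at ambient with pinned compounds in 50 mM Tris-HCl pH 7.5, 50 mM NaCl, 1 mM DTT, 0.05% BSA. Fluorescein-labeled HOX-A9 DNA (50 nM solution) followed, 30 min, then polarization read.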
TCR activator: T cell receptor activation | AID 504894 | primary human leukocytes, anti-CD3, IL-2 HTRF, 48 h | 330,000 tested, under 10 active | Potency, µM (series often up to 9.22 µM), for the others: at the top dose activation of IL-2 secretion, most hits filed as activators; note: % of control where 0% means no effect
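Primary human leukocytes receive a-CD3 beads and test compound and are incubated 48 hr. Secreted IL-2 is then assayed by HTRF, measuring 665nm acceptor emission after 320nm excitation of the europium donor.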
Mito fusion act: blocks mitochondrial division or promotes mitochondrial fusion | S. cerevisiae fusion-defective mutant growth rescue, CellTiterGlo 48 h | AID 485298 | 320,000 tested, 0.23% active | Potency, µM (top dose mostly 46.1 µM), for the others: at the highest dose growth rescue (activation), actives largely listed as activators;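 note: potency is the fitted concentration of half-maximal effect; % of control where 0% means no effect; nearly all actives have a fitted effect of over 45% in size; temperature-sensitive fusion mutants such as fzo1-1 at 37 °C on non-fermentable ethanol glycerol medium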
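Growth-rescue viability read-out: after 48 h at the non-permissive 37C in glycerol/ethanol YPEG, yeast mitochondrial fusion mutants are measured by CellTiterGlo luminescence; compounds (23 nl pinned per well) restoring growth score as division inhibitors or fusion activators.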
PTAP TSG101 blk: blocks PTAP/TSG101 interaction to inhibit HIV-1 budding. Q99816. Fluorescence polarization, FITC-PTAP peptide / Tsg101 binding. 340,000 tested, under 10 active. Potency, µM (top dose mostly 115 µM), for inactives: top-dose activity change, negative = inhibition, most hits filed as inhibitors. AID 493005; active = well fitted inhibition curve with a large enough effect in the main read-out, with a control signal flat, not every such curve was filed as active; inconclusive = small, poorly fitted or top-dose-only effect, or effect the other way, or a change in a side signal; inactive = no such curve, though single readings can be large or run the other way; note: potency is the fitted concentration of half-maximal effect; % of control where 0% means no effect
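Compounds were pin-transferred onto Tsg101 binding domain (10 uM final) in HEPES pH 7.5 buffer, then FITC-PTAP peptide was added at 50 nM final. After 20 min at RT, polarization reported peptide displacement across a qHTS concentration series.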
MBNL1-CUG inh: inhibitors of human MBNL1 binding to CUG repeat RNA. Q9NR56. TR-FRET MBNL1-His/biotin-(CUG)12 binding, 665/545 ratio. AID 2675. 280,000 tested, 0.036% active. Potency, µM (titrated, usually from 57.5 µM), inactives show at the top dose activity change, negative = inhibition, most hits filed as inhibitors; active = well fitted inhibition curve with a large enough effect in the signal ratio, with a control signal flat, not every such curve was filed as active; inconclusive = small, poorly fitted or top-dose-only effect, or effect the other way, or a change in a side signal; inactive = no such curve, though single readings can be large or run the other way; the % refers to the signal ratio; note: potency is the fitted concentration of half-maximal effect; % is set by controls: 0 for no effect and ±100 for the full control effect
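Compounds (final 92 nM to 58 uM) are added to His-tagged MBNL1 and biotin-(CUG)12, then terbium anti-His antibody and streptavidin-XL665 (5 nM final). After 60 min at room temperature, the 665/545 nm ratio is read.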
AT treatment: potential ataxia-telangiectasia treatments restoring KAP-1 phosphorylation | […] A-T fibroblasts, KAP-1 phosphorylation AlphaLISA; neocarzinostatin DNA damage 30 min before lysis | Potency, µM (top dose mostly 57.5 µM), inactives show at the highest dose activation, usual class: activators | 320,000 tested, 0.19% active; note: potency is the fitted concentration of half-maximal effect; % of control where 0% means no effect; nearly all actives have a fitted effect of over 45% in size
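ATM-like activity read as KAP-1 phosphorylation via AlphaLISA donor/acceptor antibody pairs after lysis and 6 hr at 25C. Cells were ATM-null patient fibroblasts ([…], hTERT), dosed 60 min, then exposed to the DSB inducer NCS for 30 min.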
TSHR antagonist: antagonists of human thyroid stimulating hormone receptor | 330,000 tested, 0.2% active | activity change, negative = inhibition, % at 11.5 µM | AID 504810 | P16473 | TSHR-expressing cells, TSH-stimulated cAMP HTRF, 2 h; stronger effect = lower value;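 active = activity change below a set negative limit, meaning inhibition stronger than a set level, cut at about -70% in these data; inconclusive = activity change between two set negative limits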; note: % is set by controls: 0 for no effect and ±100 for the full control effect
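TSHR-expressing cells were treated with compounds, then stimulated with TSH at EC80 (4nM final) for 2 hours at 37 deg C. Cellular cAMP was measured by HTRF competition between lysate cAMP and cAMP-d2 for a cryptate-labelled anti-cAMP antibody.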
Menin-MLL TR inh: menin-MLL binding inhibition, Texas Red mutant peptide | O00255 | Menin + Texas Red MLL mutant peptide, fluorescence polarization | Potency, µM (top dose mostly 61.6 µM), inactives show at the highest dose FP activity change, negative = inhibition, hits mostly inhibitors | 270,000 tested, 0.23% active; active = well fitted inhibition curve with a large enough effect in the polarisation, with a control signal flat, not every such curve was filed as active; inconclusive = small, poorly fitted or top-dose-only effect, or effect the other way, or a change in a side signal; inactive = no such curve, though single readings can be large or run the other way; the % refers to the polarisation; note: potency is the fitted concentration of half-maximal effect; % of control where 0% means no effect; many of its hits are not listed in these tables
The depositor's hits bear a star; ? = inconclusive; / = not tested or not shown; & = joins results of further samples; [ ] = another dose, or the depositor's remark. Unless noted, calls come from the whole dose curve; as a rule, active = well fitted curve in the direction sought with a large enough effect; inconclusive = small, poorly fitted or top-dose-only effect, or another doubt; inactive = no such curve, though single readings can be large; an effect the other way counts as inactive or inconclusive.

No.	smiles	S-ASM inh	a7 integrin act	MLL CXXC-DNA inh	TCR activator	Mito fusion act	PTAP TSG101 blk	MBNL1-CUG inh	AT treatment	TSHR antagonist	Menin-MLL TR inh
1	COc1ccc(-c2cn3c(C)c(C(=O)N4CCCc5ccccc54)sc3n2)cc1	-11%	-9%	/	1%	/	-9%	/	/	/	/
2	O=C(O)CSc1nc2c(c(C(F)(F)F)n1)CCCC2	-1%&4%	0%&-43%	-6%&-5%	0%&3%	2%&12%	-4%&-1%	2%&-1%	-35%&-19%	-3&1	0%
3	O=C(COc1cccc(F)c1)N[C@@H](Cc1ccccc1)c1nc2ccccc2[nH]1	5%	-22%	8%	-4%[46.1 µM]	1%	0%	-7%	-2%	7	0%
4	COc1cc2c(c(OC)c1OC)-c1ccc(OC)c(=O)cc1C(N)CC2 (configuration not stated)	-1%	23%	/	-1%	/	-2%	/	/	/	/
5	CCN(CC)CCNC(=O)NC(=O)c1ccc(Cl)cc1	0%	?	0%	1%[46.1 µM]	0%	0%	-1%	-10%	2	-3%
6	CCOc1ccccc1NC(=O)CCc1nnc2ccc(NCc3ccco3)nn12	0%	-44%[inhibitor]	11%	0%	-2%	1%	2%	1%	-3	/
7	O=C(CSc1nc(-c2cccs2)nc2ccccc12)NC1CCS(=O)(=O)C1 (configuration not stated)	7%	?	/	1%	-2%	2%	/	2%	7	/
8	Cc1cccc2nc(CSc3nc4ccc([N+](=O)[O-])cc4[nH]3)c(Br)n12	-9%	-28%	-1%	7%[46.1 µM]	7%	0%	20%	1%	-7	0%
9	CCOC(=O)C1CCCN(c2cc(NCCCO)c([N+](=O)[O-])c3nonc23)C1 (configuration not stated)	/	/	11%	-4%[46.1 µM]	-8%	/	?	-6%	-2	-14%
10	Cc1cc(C)c2c(N=NN(C)C)[nH]nc2n1	-1%	20%	-4%	7%	0%	-3%	11%	2%	13	/
11	COc1ccc(NS(=O)(=O)c2ccc3c(c2)N(C(C)=O)CCS3)cc1	4%	12%	-4%	4%	-7%	-5%	-4%	1%	-6	/
12	O=C(Cn1cc2c(n1)CCCCC2)Nc1c(F)cc(F)cc1Br	3%	8%	4%	20%	-4%	-13%	-3%	-3%	1	/
13	Cc1cc(C)c(S(=O)(=O)N2CCCCC2CCNC(=O)C(=O)NC2CC2)c(C)c1 (configuration not stated)	3%	-9%	/	0%	14%	-3%	/	3%	6	/
14	CC1CCCCN1C(=O)C1CCN(c2nc(-c3ccccc3)nc3c2CCC3)CC1 (configuration not stated)	-9%	3%	-3%	-3%	?	-4%	0%	2%	-33	?
15	COc1ccc(-n2c(SCCNCCO)nc3sc4c(c3c2=O)CCCC4)cc1	2%	-65%[inhibitor]	5%	-3%	-9%	-3%	3%	5%	1	6%
16	O=C1CCc2cc(S(=O)(=O)NCCCC(=O)N3CCN(Cc4ccc5c(c4)OCO5)CC3)ccc2N1	-3%	?	11%	1%	3%	-1%	-1%	0%	5	0%
17	c1ccc(-c2cc(CSc3nc4ccccc4[nH]3)on2)cc1	-9%	-13%	-3%	2%	14%	-4%	-1%	-6%	-30	8%
18	CCC(=O)N1CCc2cc(S(=O)(=O)N3CCN(C(=O)c4ccco4)CC3)ccc21	-3%	-9%	2%	7%	-4%	-1%	-18%	/	/	-6%
19	O=C(N/N=C/c1cccc(OC(=O)c2cccc(Br)c2)c1)c1cccnc1	-7%	-28%	36%[activator]	2%	11%	/	4%	2%	-2	/
20	COc1ccc(CN(CC(=O)NCC2CCCO2)C(=O)CCC(=O)Nc2cc(C)on2)cc1 (configuration not stated)	5%	-13%	2%	12%[46.1 µM]	-1%	-7%	?	/	1	3%
21	CNC(=O)CSc1nnc(-c2ccco2)n1-c1cc(C)ccc1C	7%	9%	16%	10%	3%	-3%	3%	-5%	42	2%
22	CC1(C)CC(=O)C=C(NCc2cccc(C(F)(F)F)c2)C1	12%	2%	-11%	1%	-2%	-1%	/	3%	-10	/
23	CCc1n[nH]c(=O)n1Cn1c(CC)n[nH]c1=O	1%	1%	1%	1%	-4%	-3%	10%	-5%	8	8%
24	CCCCc1nc2cc(C(=O)NC3CCOC(C)(C)C3)ccc2o1 (configuration not stated)	2%	9%	4%	0%	5%	-5%	3%	9%	-13	/
25	COC(=O)c1cc(OC)c(OCc2cc(C(=O)OC)oc2C)c(OC)c1	0%	-14%	4%	1%	1%	-2%	-11%	9%	-1	-5%
26	CCOc1cc(C(=S)N2CCN(C)CC2)ccc1OCC(=O)N1CCCC1	0%	-14%	/	2%	/	0%	/	/	/	/
27	C/C(=N\NC(=O)c1c(Br)c(C)nn1C)c1cccc(NC(=O)c2ccccc2C)c1	0%	13%	3%	3%[46.1 µM]	5%	-2%	-3%	10%	-13	-6%
28	Cc1cc(C)c(NC(=O)CN(C)C(=O)C2CC(=O)N(c3cccc4ccccc34)C2)c(C)c1 (configuration not stated)	-1%	1%	/	-2%	-1%	-7%	/	-3%	-4	/
29	COC(=O)/C=C/C(=O)N1CCN(c2cccc(Cl)c2)CC1	/	/	-3%	-2%[46.1 µM]	9%	/	-13%	-5%	-3	-15%
30	COc1ccc(CN2C(=NC(=O)c3ccccc3)SC3CS(=O)(=O)CC32)cc1OC (configuration not stated)	-7%	-10%	2%	9%	2%	-1%	5%	1%	-15	/
31	CCOC(=O)c1ccc(Cn2cnc3ccccc3c2=O)cc1	-2%	-2%	3%	-9%	?	-3%	2%	5%	-1	-7%
32	CSCCC(NC(=O)COc1ccccc1)C(=O)N(C)Cc1ccc(F)cc1 (configuration not stated)	6%	15%	/	/	2%	-6%	/	-1%	-5	/
33	O=c1cc(-c2ccccc2)nc(N2CCN(Cc3ccc4c(c3)OCO4)CC2)[nH]1	-2%	0%	13%	-1%	4%	1%	5%	4%	12	-1%
34	Cc1ccc2cc(C#N)c(NCCNC(=S)NCCCN(C)C)nc2c1C	253%[activator]	-8%	-1%	0%	-1%	-1%	20%	-4%[11.5 µM]	-3	-6%
35	CC1=CC2=NC(=O)CC(C)(C(=O)N(CC(=O)NC3CCCC3)Cc3ccccc3)N2C=C1 (configuration not stated)	4%	0%	2%	-3%	1%	1%	4%	-2%	-12	3%
36	N/C(=N\OC(=O)CCCOc1ccccc1)c1ccccn1	0%	0%	17%	-1%	0%	-5%	0%	6%	5	-7%
37	COc1ccc(C(=O)N2CCN(Cc3cc(OC)c(O)c(OC)c3)CC2)cc1OC	0%	-34%	16%	-12%	-4%	1%	-1%	23%	6	-17%
38	O=C(c1ccco1)N1N=C(c2ccc(Br)cc2)CC1c1ccco1 (configuration not stated)	-13%	-44%	/	1%	3%	0%	/	2%	-2	/
39	CCOC(=O)c1cn(CC(=O)Nc2ccc3c(c2)OCCO3)nn1	-1%	0%[7.66 µM]	10%	0%	-5%	-3%	-2%	0%	-6	10%
40	COc1ccc(OC)c(-n2c(-c3cnccn3)n[nH]c2=S)c1	4%	9%	9%	1%	3%	-2%	-9%	/	-1	-1%
41	O=C(NCCc1ccc(Cl)cc1)c1ncn[nH]1	4%	6%	4%	-1%	1%	-7%	-9%	-4%	-6	11%
42	Cc1cc(OCCCn2ccnc2)ccc1[N+](=O)[O-]	2%	-21%	-9%	-6%	0%	1%	9%	6%	-8	-1%
43	CC(C)CC1Nc2ncnc(N3CCOCC3)c2N(Cc2ccc(Cl)cc2)C1=O (configuration not stated)	5%	2%	/	-2%	/	-3%	/	-1%	-12	/
44	O=C(CCc1nnc(CCc2c[nH]c3ccccc23)o1)NC1CCC1	3%	-27%	3%	-1%	5%	1%	1%	-1%	5	/
45	O=C(NCc1ccco1)C(c1ccc(F)cc1)N(Cc1cccnc1)C(=O)Cn1nnc2ccccc21 (configuration not stated)	-1%	-8%	-5%	1%	-2%	-4%	-8%	-6%	-2	-4%

An excerpt, so the mix of outcomes need not match the whole.
